# TbMetRS inhib: T. brucei MetRS inhibitors, primary screen, biochemical, luminescence; methionyl-tRNA synthetase (Trypanosoma brucei brucei); 360,000 compounds, 0.4% hits; purified T. brucei MetRS, ATP depletion, Kinase-Glo luminescence; inhibition, % at 11.9 µM;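 active means inhibition above a per-plate cutoff of the control wells' mean inhibition plus 3 SD, cut at about 5.5% in these data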;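 further: 0% = DMSO wells median and 100% = median of wells with control inhibitor compound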
#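 Measured by: Kinase-Glo luciferase luminescence reporting remaining unconsumed ATP. Material: purified T. brucei MetRS enzyme. Doses: 11.9 µM compound single dose, 0.9% DMSO. Medium: HEPES buffer containing pyrophosphatase, BSA, spermine, DTT. Times: 15 min preincubation, 2 h reaction, all 25 °C. Reagent: methionine, ATP and bulk E. coli tRNA.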
# LMPTP inh: LMPTP phosphatase inhibitors, primary screen, biochemical, fluorescence intensity, uHTS. Low molecular weight phosphotyrosine protein phosphatase (Homo sapiens), P24666. inhibition, % at 20 µM. 360,000 compounds, 0.22% hits. AID 651560, 2012. recombinant LMPTP-A, OMFP fluorogenic substrate;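 active means compounds that cut the enzyme signal by at least half of the control window in the single-dose screen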;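 further: plate controls were DMSO wells with enzyme plus substrate for no effect and substrate without enzyme for full effect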
# Target sequence (P24666 whole entry, looked up): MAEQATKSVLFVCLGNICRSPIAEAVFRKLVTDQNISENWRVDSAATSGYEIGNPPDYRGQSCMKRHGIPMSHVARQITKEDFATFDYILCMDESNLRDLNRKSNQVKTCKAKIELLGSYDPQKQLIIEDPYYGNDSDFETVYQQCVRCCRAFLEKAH
#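 Test system – LMPTP-A phosphatase enzyme · Quantity – 0.625 nM LMPTP-A final · Reagent – OMFP substrate, 400 µM final · Dosing – one test concentration per compound, 20 µM, with 3% DMSO overall · Timing – 50 min enzyme reaction at room temperature, protected from light · Detection – fluorescence intensity · Controls – substrate-only low control, DMSO enzyme-plus-substrate high control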
# SUMO1-SIM PPI: modulators of SUMO1 protein-protein interactions, primary screen, biochemical, uHTS | Small ubiquitin-related modifier 1 (Homo sapiens), P63165 | 360,000 compounds, 0.33% hits | inhibition, % at 20 µM | SUMO1 binding to a labelled peptide, TR-FRET, 1 h; in the data active means inhibition above about 37%
# Target sequence (P63165 whole entry, looked up): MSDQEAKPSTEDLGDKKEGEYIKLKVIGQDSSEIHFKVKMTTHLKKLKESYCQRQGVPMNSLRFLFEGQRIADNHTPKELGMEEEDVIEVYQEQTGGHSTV
# STEP block: STEP phosphatase inhibitors, primary screen, biochemical, fluorescence intensity, uHTS; inhibition, % at 20 µM; recombinant STEP, OMFP fluorogenic substrate; Tyrosine-protein phosphatase non-receptor type 5 (Homo sapiens), P54829; 360,000 compounds, 0.25% hits;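 active means inhibition at 20 µM, scaled per plate between control wells, above about 37%, limit read from the data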;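 further: 0% = DMSO with enzyme and substrate and 100% = substrate only without enzyme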
# Target sequence (P54829 whole entry, looked up): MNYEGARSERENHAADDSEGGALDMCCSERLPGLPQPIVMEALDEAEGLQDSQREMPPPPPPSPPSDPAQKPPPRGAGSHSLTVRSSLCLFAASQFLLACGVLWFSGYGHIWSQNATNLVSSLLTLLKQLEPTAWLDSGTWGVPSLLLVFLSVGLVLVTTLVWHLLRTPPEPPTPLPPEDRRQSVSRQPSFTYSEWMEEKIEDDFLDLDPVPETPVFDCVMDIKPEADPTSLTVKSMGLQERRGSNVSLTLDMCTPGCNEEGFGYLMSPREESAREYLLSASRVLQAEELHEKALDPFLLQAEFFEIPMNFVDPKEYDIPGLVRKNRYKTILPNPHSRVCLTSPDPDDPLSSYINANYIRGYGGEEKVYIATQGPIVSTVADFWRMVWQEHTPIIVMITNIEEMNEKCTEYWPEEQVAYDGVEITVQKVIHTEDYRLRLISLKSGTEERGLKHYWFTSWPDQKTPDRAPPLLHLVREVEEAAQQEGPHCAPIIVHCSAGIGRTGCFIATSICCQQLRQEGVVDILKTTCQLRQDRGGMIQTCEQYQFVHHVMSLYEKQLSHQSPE
#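 Measure: Control-normalized % inhibition with plate pattern correction | Test system: STEP phosphatase, cell-free reaction | Medium: pH 6.0 Bis-Tris with DTT and Tween 20 | Technique: Fluorescence, 480/540 nm | Times: Reaction 20 min, ambient temperature | Doses: Single compound dose of 20 µM, 1% DMSO final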
# MsrA inhibitor: bovine MsrA enzyme inhibitors, primary screen, biochemical, absorbance, HTS | Methionine sulfoxide reductase A (Bos taurus) | purified bovine MsrA, absorbance read-out | inhibition, % at 15.5 µM | 360,000 compounds, 0.75% hits; in the data active means inhibition above about 4.5%;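 further: 0% = vehicle wells with enzyme and 100% = reference inhibitor wells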
# MsrA act: bovine MsrA enzyme activators, primary screen, biochemical, absorbance, HTS | Methionine sulfoxide reductase A (Bos taurus) | purified bovine MsrA, absorbance read-out | activation, % at 10.6 µM | 360,000 compounds, 0.3% hits; in the data active means activation above about 7.5%;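 further: 0% = vehicle and 100% = reference activator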
# Scp1 inh: Scp-1 phosphatase inhibitors, primary screen, biochemical, colorimetric, uHTS. Recombinant Scp1, phosphopeptide, malachite green phosphate absorbance. 340,000 compounds, 0.88% hits. inhibition, % at 20 µM;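 active means inhibition above about 50% at 20 µM, limit read from the data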;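 further: plate controls were DMSO wells with enzyme for no effect and wells lacking enzyme for full effect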
# Target sequence (Q9GZU7 76-261 limits assumed): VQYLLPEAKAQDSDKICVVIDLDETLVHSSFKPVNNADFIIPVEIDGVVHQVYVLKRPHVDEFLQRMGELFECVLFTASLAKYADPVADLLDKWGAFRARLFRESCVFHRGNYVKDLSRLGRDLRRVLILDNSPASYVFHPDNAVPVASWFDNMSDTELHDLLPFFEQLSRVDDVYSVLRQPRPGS
#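 Material – SCP-1 phosphatase catalytic domain, residues 76-261 · Buffer or medium – Acidic Tris acetate buffer with magnesium and detergent · Also added – Phospho 17-mer peptide substrate · Compound – single 20 µM dose, 1% DMSO · Times – 45 min room-temperature reaction, 5 min colour, 30 min stabiliser · Technique – Phosphate-binding colour reagent, absorbance read at 630 nm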
# DNMT1 block: human DNMT1 methyltransferase inhibitors, primary screen, biochemical, molecular beacon, fluorescence, HinP1I cleavage, uHTS | inhibition (reported as % activation of signal), % at 10 µM | 360,000 compounds, 0.83% hits | AID 588458, 2011; in the data active means inhibition above about 50%
# eLon inh: inhibitors of E. coli Lon protease, primary screen, biochemical, fluorescence polarization. purified E. coli Lon protease. P0A9M0. inhibition, % at 7.94 µM. 360,000 compounds, 0.42% hits; in the data active means inhibition above about 13%, passing the limit was not always enough;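 further: 0% = enzyme with probe and DMSO and 100% = no enzyme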
# CendR NRP1 mod: modulators of CendR peptide binding to NRP-1, primary screen, biochemical, fluorescence polarization, uHTS; Neuropilin-1 (Homo sapiens), O14786; FAM-RPARPAR peptide binding to NRP-1; inhibition, % at 25 µM; 360,000 compounds, 0.85% hits;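 active means inhibition or corrected inhibition above about 18%, plus a signal ratio from 0.5 to 1.5, limit read from the data, passing the limit was not always enough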; further: strong numbers were not always called active
# Starred values were filed as active, the others as inactive; / = no result given.
SMILES,TbMetRS inhib,LMPTP inh,SUMO1-SIM PPI,STEP block,MsrA inhibitor,MsrA act,Scp1 inh,DNMT1 block,eLon inh,CendR NRP1 mod
COc1ccc(C)cc1NC(=O)c1ccc(NS(=O)(=O)c2cccs2)cc1,-0.8,2.8,-4,-3,-0.5,-9,-8,-8,7,2
COCCSc1ccccc1C(=O)NCCc1ccccc1,-0.7,-1.7,-2,-4,0.7,-5,-3,1,-13,16
Cc1ccccc1-n1c(O)cc(=O)[nH]c1=S,-0.3,-1.1,0,2,0.9,-2,-7,-3,-11,-2
O=C(N/N=C/c1cc2c(cc1Br)OCO2)C1COc2ccccc2O1 (stereo not drawn),0.4,1.5,-17,0,0.2,-1,-6,0,-6,9
O=C(CN1CCN(Cc2cccc(F)c2)CC1)Nc1ccccc1F,-0.9,-2.5,-6,-1,1.9,-2,-1,2,-11,8
CCOC(=O)CN1C(=N)N(c2nc(NC(C)C)nc(NC(C)C)n2)CC1=O,-0.7,-0.8,-4,-1,0.1,-2,-6,-4,4,-3
CC(C)COC(=O)N1CC(O)CC1C(=O)O (stereo not drawn),-0.7,-0.1,5,-3,-1.2,2,-9,-1,1,13
CO[C@@H]1[C@@H](OC(N)=O)[C@@H](O)[C@H](Oc2ccc3c(O)c(NC(=O)c4ccc(O)c(CC=C(C)C)c4)c(=O)oc3c2C)OC1(C)C,-2.0,0.1,11,0,0.8,-9,/,-4,2,-9
CCCN1CC=C2C(C#N)=C(N)C(C#N)(C#N)C(c3cccc(OC)c3OC)C2C1 (stereo not drawn),-1.6,2.6,-21,-4,-0.9,-13,-14,5,37,38
Cc1ccc(N2CC(C(=O)NC3CCC(C)CC3)CC2=O)cc1 (stereo not drawn),-0.1,0.1,-2,1,-1.2,-1,-2,1,-6,-5
NC(=O)c1cc([N+](=O)[O-])ccc1NCc1ccc(N)cc1,-0.2,-0.2,-37,1,1.6,-4,-9,-1,0,8
O=C(CCn1c(=O)sc2ccccc21)NC1=NCCS1,-0.8,-2.9,-1,-4,-1.4,-10,-4,1,-7,9
O=C(CSC(=S)N1CCOCC1)Nc1nc(-c2ccccc2)c(-c2ccccc2)o1,-0.6,2.8,3,0,1.1,2,-5,-17,0,-12
O=S(=O)(NCc1cccnc1)c1ccc(Cl)c(Cl)c1,-0.2,0.4,-2,-1,0.2,2,-10,1,-2,-1
CC1CC1C(=O)Nc1nc(-c2ccc(Cl)s2)cs1 (stereo not drawn),-0.9,3.6,-1,-4,1.1,-13,-4,22,-5,11
COc1ccc(N2CCN(C(=O)c3cn(C)c4ccc(S(=O)(=O)N5CCOCC5)cc4c3=O)CC2)cc1,0.1,-0.7,4,6,3.2,-2,-9,0,-8,0
COCCN(C(=O)c1ccc(C)o1)c1c(N)n(CC(C)C)c(=O)[nH]c1=O,-0.3,0.2,0,4,-0.8,-10,4,1,-7,-3
CCCCNc1ccc(C(F)(F)F)cc1S(=O)(=O)NCCc1ccc(F)cc1,-1.1,3.9,-4,2,0.1,-1,-4,-5,1,-5
Cn1cc(S(=O)(=O)N2CCOCC2)cc1C(=O)O,-0.2,-1.1,2,-1,0.5,-2,-4,3,5,31*
COc1ccccc1CNC(=O)COC(=O)CNS(=O)(=O)c1ccc(NC(C)=O)cc1,-0.3,1.2,1,0,0.0,0,0,5,-16,13
CC1CCN(C(=S)NC(=O)c2ccccc2Br)CC1,-0.1,-0.5,6,2,0.8,-1,-7,1,-5,13
Cc1ccc(CN2CCN(Cc3cccc(OCCO)c3)CC2CCO)o1 (stereo not drawn),-0.7,-0.7,3,-1,0.3,-9,1,3,13,-1
O=C(O)CCCSc1nccn1-c1ccccc1,-0.8,-0.8,-3,-3,0.9,-4,3,-1,8,7
CC(=O)NC(C(=O)c1ccccc1)N1CCCCC1 (stereo not drawn),-0.1,3.0,-3,0,-1.4,-2,0,-2,-15,-30
CN1CCN(S(=O)(=O)c2ccc(Br)c3ccccc23)CC1,-1.7,-3.2,-6,-8,1.0,-10,4,4,9,0
CS(=O)(=O)N(CCc1ccccc1)CC(=O)NCc1ccco1,0.0,-3.5,-4,-1,0.7,0,-10,2,4,10
Oc1ccccc1-c1nnc2n1CCCCC2,-0.5,-1.3,-3,0,0.1,0,-9,1,-3,6
O=C(Nc1nnc(SCc2c(Cl)cccc2Cl)s1)c1cccc([N+](=O)[O-])c1,-0.5,0.8,1,-1,-0.2,-4,-10,4,-7,-11
Cc1cnccc1CN(C)Cc1nc(Cc2ccccc2Cl)no1,-0.3,0.7,-3,7,-1.4,-2,-3,-7,-6,0
CCCCOC(=O)C1=C(C)NC2=C(C(=O)CCC2)C1c1cc(OC)ccc1OC (stereo not drawn),0.0,0.3,3,-1,1.6,-4,-7,-1,17,-2
C=CCNC(=O)c1onc(CSc2ccc(C)c(C)c2)c1C(=O)O,-0.3,1.3,8,1,0.8,-2,1,5,-9,-8
Cc1ccc(S(=O)(=O)N2CCN(C(=O)CN3C(=O)c4ccc([N+](=O)[O-])cc4C3=O)CC2)c(C)c1,-0.5,0.8,-27,0,0.0,1,-6,2,-3,-4
CN(CC/C=C1/c2ccccc2CSc2ccccc21)CCCO,0.0,-1.7,-4,-2,-1.2,-2,-8,-1,-9,-5
CC(=O)c1ccc(Nc2nc(C(N)CC(C)C)cs2)cc1 (stereo not drawn),-0.6,1.2,-1,-3,1.5,-7,/,-6,3,-6
COc1ccccc1CNS(=O)(=O)c1ccc2c(c1)NC(=O)CS2,-0.3,-0.3,5,-3,-0.3,1,-3,-2,-6,6
O=C(Cn1cnc2c(cnn2-c2ccccc2)c1=O)N1CCN(c2ccc(F)cc2)CC1,-0.3,-0.6,2,-1,0.7,1,-4,3,4,-16
O=C(Cn1nnc(-c2ccccc2)n1)N/N=C/c1cccc([N+](=O)[O-])c1O,-0.6,2.8,-15,2,0.3,-2,-2,-1,3,6
CCN=C1NN=C(c2c[nH]c3ccccc23)CS1,0.2,2.6,-9,-2,4.1,-8,1,-13,-7,-11
Cc1cc(O)c(C(C)C)cc1N=C1CSC(=O)N1,-0.2,-0.7,-1,-2,-0.1,-3,-3,-17,2,-10
CCn1cc(/C=C/C(=O)Nc2ccc(C)cc2Br)cn1,-0.7,-0.9,0,-2,0.3,-4,-1,6,0,9
COc1ccc(OC)c(S(=O)(=O)N2CCC(C(=O)Nc3ccccc3)CC2)c1,-0.1,-1.2,2,0,1.5,-2,7,13,2,1
CC1CCc2nn(CC(=O)NCCCN3CCCCC3)cc2C1 (stereo not drawn),0.1,-2.8,2,-3,0.3,1,-4,0,0,-1
O=C(O)c1ccccc1C(=O)NC1CCCCNC1=O (stereo not drawn),-0.8,0.3,18,1,1.2,-2,-13,-2,-15,16
CCc1sc(N(C(=O)Cc2ccccc2)c2ccccc2F)nc1-c1ccc(C)cc1,-0.6,2.5,-3,0,-0.1,-5,-13,1,-6,-12
Cc1ccccc1CN(C)Cc1cc(=O)oc2c(C)c(C)ccc12,-0.1,3.5,4,4,1.9,-1,4,-2,-6,-2
CCc1nnc(NC(=O)COC(=O)CN2C(=O)c3ccccc3C2=O)s1,-0.8,-1.9,-2,-4,-0.8,-1,-4,2,6,-2
Cc1cn(CC(=O)NCc2ccc(N(C)C)cc2)c(=O)[nH]c1=O,-0.5,-2.6,3,-1,-0.9,-1,4,3,-3,7
COc1cc(C(=O)NCCC(=O)NC2CCCCC2)cc(OC)c1OC,-0.6,-0.1,-3,-2,0.6,-5,-5,0,4,-2
CCN(c1ccccc1)S(=O)(=O)c1cc(NC(=O)Nc2ccccc2C#N)ccc1Cl,-1.2,1.0,0,-2,-0.2,-6,-10,-1,5,12
CCOC(=O)CC1=NN(c2ccccc2)C(=O)C1=c1sc(=C2SC(C)=C(C)N2CC)c(=O)n1CC,-0.5,-1.0,0,0,1.2,-3,-7,2,-2,-6
COC(=O)NNC(=O)C12CC3CC(CC(C3)C1)C2,-0.8,0.7,-3,-1,1.4,-7,-3,5,0,7
CN(C)Cc1csc(Nc2ccc(C(=O)c3ccccc3)cc2)n1,-0.3,1.0,-5,1,2.8,2,/,1,-4,-1
CC(C)(C)C1CCc2c(sc3nc(SCC(=O)O)nc(N)c23)C1 (stereo not drawn),-0.3,0.7,4,-1,0.3,-5,4,0,8,11
CC(C)(C)n1nnnc1C(c1ccccc1)N1CCN(c2ncccn2)CC1 (stereo not drawn),-0.6,-3.3,1,/,0.4,-3,/,/,-7,-6
Cc1ccc(S(=O)(=O)N2C[C@H]3C(=O)C[C@@H](c4ccc(Cl)cc4)N(S(=O)(=O)c4ccc(C)cc4)[C@H]3C[C@H]2c2ccc(Cl)cc2)cc1,0.5,1.8,1,-1,0.7,-3,/,5,-6,-3
CC(=O)Nc1ccccc1NC(=O)c1ccc2c(c1)OCO2,-0.4,0.4,-5,1,0.1,-2,/,2,-4,-12
CCCc1cc(=O)oc2cc(OCC(=O)NCCc3c[nH]c4ccc(OC)cc34)ccc12,-0.8,0.0,4,-1,1.1,-2,-1,-4,0,-14
O=C1CSC(=S)N1c1cccc(Br)c1,-0.8,-2.3,-4,5,-0.9,-9,0,3,3,6

# Among those listed so far, 4 have fluorine:
SMILES,TbMetRS inhib,LMPTP inh,SUMO1-SIM PPI,STEP block,MsrA inhibitor,MsrA act,Scp1 inh,DNMT1 block,eLon inh,CendR NRP1 mod
O=C(CN1CCN(Cc2cccc(F)c2)CC1)Nc1ccccc1F,-0.9,-2.5,-6,-1,1.9,-2,-1,2,-11,8
CCCCNc1ccc(C(F)(F)F)cc1S(=O)(=O)NCCc1ccc(F)cc1,-1.1,3.9,-4,2,0.1,-1,-4,-5,1,-5
O=C(Cn1cnc2c(cnn2-c2ccccc2)c1=O)N1CCN(c2ccc(F)cc2)CC1,-0.3,-0.6,2,-1,0.7,1,-4,3,4,-16
CCc1sc(N(C(=O)Cc2ccccc2)c2ccccc2F)nc1-c1ccc(C)cc1,-0.6,2.5,-3,0,-0.1,-5,-13,1,-6,-12

# Screening results as filed in PubChem BioAssay.
